ANO1 activ: TMEM16A chloride channel activators or potentiators, primary screen, cell-based, HTS | HEK293 TMEM16A/YFP-H148Q/I152L, iodide quench fluorescence; active compounds read low | B-score at 10 µM | 340,000 compounds, 0.3% hits | AID 623877, 2012;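 active = fluorescence-ratio B-score plate-corrected deviation score at least 3 library SD below zero, with starting fluorescence score within 5 deviations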;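 also: channel opened by trigger with iodide after compound preincubation; score built on the fluorescence ratio of max minus min over baseline; more negative score means more quench and so TMEM16A activation or potentiation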
Target sequence (Q8BHY3 whole entry, looked up): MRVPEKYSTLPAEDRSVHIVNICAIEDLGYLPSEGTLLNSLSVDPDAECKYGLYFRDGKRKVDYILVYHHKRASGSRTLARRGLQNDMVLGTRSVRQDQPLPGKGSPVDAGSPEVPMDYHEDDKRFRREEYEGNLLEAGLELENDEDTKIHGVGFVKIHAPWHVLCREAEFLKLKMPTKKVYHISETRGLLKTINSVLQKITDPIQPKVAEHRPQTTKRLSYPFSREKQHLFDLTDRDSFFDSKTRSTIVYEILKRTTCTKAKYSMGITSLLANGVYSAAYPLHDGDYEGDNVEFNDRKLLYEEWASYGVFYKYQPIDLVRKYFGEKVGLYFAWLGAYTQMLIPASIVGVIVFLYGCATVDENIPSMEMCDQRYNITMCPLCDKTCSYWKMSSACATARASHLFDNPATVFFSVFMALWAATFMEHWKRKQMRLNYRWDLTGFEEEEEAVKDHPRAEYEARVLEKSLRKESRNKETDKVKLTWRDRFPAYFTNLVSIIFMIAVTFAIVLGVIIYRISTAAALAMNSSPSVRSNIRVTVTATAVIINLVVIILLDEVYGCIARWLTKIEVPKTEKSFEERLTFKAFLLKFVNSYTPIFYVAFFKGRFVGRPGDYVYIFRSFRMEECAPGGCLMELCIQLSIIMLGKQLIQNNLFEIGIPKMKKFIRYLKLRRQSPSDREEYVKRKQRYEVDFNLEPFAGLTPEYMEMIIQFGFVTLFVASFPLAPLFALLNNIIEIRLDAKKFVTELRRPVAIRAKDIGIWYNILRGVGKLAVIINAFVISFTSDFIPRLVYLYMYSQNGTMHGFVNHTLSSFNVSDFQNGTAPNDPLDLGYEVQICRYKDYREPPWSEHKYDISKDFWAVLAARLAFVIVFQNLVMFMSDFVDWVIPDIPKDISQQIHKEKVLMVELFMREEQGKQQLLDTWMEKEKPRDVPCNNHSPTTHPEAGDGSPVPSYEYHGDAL
Calls only; i = inactive.

Sample of the layout:
SMILES | ANO1 activ
CN(CCc1ccccc1)C(=O)c1cccc(NC(=O)Cc2cccc([N+](=O)[O-])c2)c1 | i
CC(NC(=O)CN(Cc1ccccc1)S(=O)(=O)c1ccccc1)c1cccnc1 (centres undefined) | i
Cc1nc(SCC(=O)N2CCN(c3ccccn3)CC2)c(C#N)c(C)c1C | i

Main list, from the first entry:
SMILES | ANO1 activ
CN(CCc1ccccc1)C(=O)c1cccc(NC(=O)Cc2cccc([N+](=O)[O-])c2)c1 | i
CC(NC(=O)CN(Cc1ccccc1)S(=O)(=O)c1ccccc1)c1cccnc1 (centres undefined) | i
Cc1nc(SCC(=O)N2CCN(c3ccccn3)CC2)c(C#N)c(C)c1C | i
Cc1ccc(-c2noc(CCC(=O)NCc3ccccc3CN3CCOCC3)n2)cc1 | i
CCN(C(=O)COC(=O)CCOc1ccc(C(C)(C)C)cc1)c1c(N)n(Cc2ccccc2)c(=O)[nH]c1=O | i
COC(=O)C1=NN(C(=O)c2ccc(Br)cc2)C(O)(C(C)(C)C)C1 (centres undefined) | i
CNC[C@@H]1Oc2c(NC(=O)Nc3ccccc3)cccc2C(=O)N([C@@H](C)CO)C[C@H]1C | i
Cc1ccccc1NC(=O)COC(=O)c1ccc(S(=O)(=O)N2CCCCCC2)cc1 | i
O=C(NCCCN1CCOCC1)c1cc(-c2ccco2)nc2ccccc12 | i
CC1(C)C(=O)Nc2ccccc2N1C(=O)COc1ccc(C#N)cc1 | i

Overlap with the part before: three compounds, then new ones.
SMILES | ANO1 activ
Cc1ccccc1NC(=O)COC(=O)c1ccc(S(=O)(=O)N2CCCCCC2)cc1 | i
O=C(NCCCN1CCOCC1)c1cc(-c2ccco2)nc2ccccc12 | i
CC1(C)C(=O)Nc2ccccc2N1C(=O)COc1ccc(C#N)cc1 | i
CCn1nc(C(=O)N2CCN(Cc3nc4ccccc4s3)CC2)c2ccccc2c1=O | i
COc1ccc([C@H]2CC(=O)C=C(c3cccc(OCc4ccccc4)c3)C2)cc1 | i
COc1ccccc1NS(=O)(=O)c1ccc(/C=C/C(=O)N2CCN(C(C)=O)CC2)cc1 | i
CCOc1cc(C)nc(N2CCC(C(=O)NCC3CCCO3)CC2)n1 (centres undefined) | i
O=C(CC1OC(=O)c2ccccc21)Nc1cc(Cl)ccc1N1CCOCC1 (centres undefined) | i
O=C(NN=Cc1cc(Cl)ccc1[N+](=O)[O-])c1ccco1 | i
CN(CC(=O)NCCc1ccc(S(N)(=O)=O)cc1)CC(=O)Nc1cccc(F)c1 | i
Cc1ccc(N(C)S(=O)(=O)c2cccc(C(=O)Nc3ccc(N4CCOCC4)cc3)c2)cc1 | i
Cc1ccc(C2C(C(=O)c3sc(-c4ccccc4)nc3C)=C(O)C(=O)N2CCN(C)C)o1 (centres undefined) | i
COc1ccc(NC(=O)Cn2c(C)csc2=O)c(OC)c1 | i
OCC1OC2C(NC(=S)N2c2ccccc2)C(O)C1O (centres undefined) | i
COc1cc(CC(CC(=O)c2ccc3c(c2)OCO3)C(=O)O)cc(OC)c1OC (centres undefined) | i
C[C@H](NC(=O)c1nc[nH]c1C(=O)OCc1ccccc1)c1ccccc1 | i
COc1cc(CC(=O)OCC(=O)NCc2ccc(C)cc2)cc(OC)c1OC | i
N#Cc1nc(Nc2cccc(Cl)c2)c2ncn(C3CCCC3)c2n1 | i
O=C(CSc1nc2nn(-c3ccccc3)c(=O)c-2c2n1CCCCC2)Nc1ccc(F)c(F)c1 | i
COc1ccc(-n2c(SCC(=O)Nc3nccs3)nnc2-c2ccc(Cl)cc2)cc1 | i
CC(C)(C)C(=O)NCc1ccc(C(=O)CSc2nnc(C3CC3)n2C2CC2)s1 | i
CCC(C(=O)N(C(C)C)C(C)C)c1ccccc1 (centres undefined) | i
Cc1ccc2c(c1)C1CN(C)CCC1N2S(=O)(=O)c1ccc(C#N)cc1 (centres undefined) | i
CC(=O)c1cccc(NC(=O)C(C)OC(=O)/C=C/c2cccs2)c1 (centres undefined) | i
CC(C(=O)OCC(=O)N1CCN(c2ccccc2)CC1)N1C(=O)c2ccccc2C1=O (centres undefined) | i
COC(OC)C1Nc2ccccc2C(=O)N1c1ccc(F)cc1 (centres undefined) | i
Cc1ccc(/C=C/C(=O)OCC(=O)NC(=O)NCc2ccco2)cc1 | i
CC(OC(=O)c1cccc(N(C)C)c1)C(=O)N1CCc2ccccc2C1 (centres undefined) | i
CCC(CC)NC(=O)CN1CCN(S(=O)(=O)c2ccc(Br)s2)CC1 | i
COc1ccc(Cl)cc1C(=O)NNC(=O)COC(=O)c1ccc(Br)o1 | i
CC(C(=O)N1CCOCC1)c1ccccc1 (centres undefined) | i
O=C(COC(=O)/C=C/c1ccccc1)NCc1cccs1 | i
Cc1cccc(OCC(=O)N(C)c2c(N)n(Cc3ccccc3)c(=O)[nH]c2=O)c1C | i
COc1ccc(CCNC(=O)CN2C(=O)NC3(CCCCC3C)C2=O)cc1 (centres undefined) | i
Cc1csc(SCC(=O)NC2CCS(=O)(=O)C2)n1 (centres undefined) | i
C[C@H](NC(=O)c1ccccc1)C(=O)OCC(=O)Nc1ccc2c(c1)OCO2 | i
CCOc1ccc(C(=O)OCC(=O)Nc2cccc(S(=O)(=O)N3CCCC3)c2)cc1 | i
O=S(=O)(c1c(F)cccc1F)N1CCN(Cc2c(O)ccc3ccccc23)CC1 | i
COc1ccccc1C(=O)O[C@H]1[C@H](Cc2ccccc2)NS(=O)(=O)[C@H]2C[C@@H]3C=C[C@]12O3 | i
Cc1ccc(S(=O)(=O)N2CCN(C(=O)CNC(=O)c3ccc(Cl)cc3)CC2)cc1 | i
Cc1cc(C=O)c(C)c2c1[nH]c1ccccc12 | i
O=C1[C@H](Cc2ccccc2)NCC=CC[C@@H](c2ccc(Cl)cc2)N1Cc1ccccc1 | i
CSCCC(NC(=O)c1cc(S(=O)(=O)N2CCOCC2)ccc1C)c1nc2ccccc2[nH]1 (centres undefined) | i
CS(=O)(=O)c1ccc(C(=O)OCC(=O)NCc2cccs2)cc1[N+](=O)[O-] | i
COc1ccc(C(=O)C(C)OC(=O)CN2C(=O)c3ccccc3C2=O)cc1 (centres undefined) | i
O=C(CN1CCN(c2ccc(O)cc2)CC1)Nc1ccc(S(=O)(=O)N2CCCC2)cc1 | i
O=C1OC[C@H]2CCCC[C@@H](CO)ON12 | i
COc1ccc(C(=O)NCc2ccc(Cl)cc2)cc1S(=O)(=O)N1CCCC1 | i
COc1cc(C)ccc1OCC(=O)OCC(=O)c1ccc[nH]1 | i
Cc1sc2ncnc(SCC(=O)Nc3ccc(S(=O)(=O)N4CCOCC4)cc3)c2c1C | i
CCC[C@@H]1Cc2ccccc2N1C(C)=O | i
COc1cc(OC)c2ccc(=O)oc2c1C(CCN1CCOCC1)c1ccc2c(c1)OCO2 (centres undefined) | i
Cc1cc([N+](=O)[O-])ccc1P(=O)(O)c1ccc([N+](=O)[O-])cc1C | i

An excerpt of these results, field by field:
COc1ccc(-n2c(SCC(=O)Nc3nccs3)nnc2-c2ccc(Cl)cc2)cc1
  ANO1 activ = i

COc1ccc(CCNC(=O)CN2C(=O)NC3(CCCCC3C)C2=O)cc1 (centres undefined)
  ANO1 activ = i

O=C(CN1CCN(c2ccc(O)cc2)CC1)Nc1ccc(S(=O)(=O)N2CCCC2)cc1
  ANO1 activ = i

Cc1ccc(C2C(C(=O)c3sc(-c4ccccc4)nc3C)=C(O)C(=O)N2CCN(C)C)o1 (centres undefined)
  ANO1 activ = i

Next section:
SMILES | ANO1 activ
COc1cc(N)c(Cl)cc1C(=O)OCC(=O)N1CCc2ccccc21 | i
O=C(OCC(=O)c1c[nH]c2ccccc12)c1cc(S(=O)(=O)N2CCOCC2)ccc1F | i
CCOc1ccc(C(=O)NCC(=O)NNC(=O)c2ccco2)cc1OCC | i
CSc1ccccc1NC(=O)CN(C)C(=O)COc1ncnc2ccccc12 | i
O=C1OC[C@@H]2CCCN2C(=O)[C@H](CC(=O)N(CCO)Cc2ccccc2)C/C=C\CC[C@@H]1Cc1ccc(F)cc1 | i
CC(/C=C/c1ccc(O)cc1)=NNc1ccccc1 | i
O=S(=O)(O)c1ccc(Cl)c(Cl)c1 | i
COc1ccccc1NC(=O)COC(=O)/C=C/c1ccc(OC)c(OC)c1 | i
CC(=O)C[C@@H](O)CC(=O)[C@H]1OC(=O)[C@H](C)CCCCc2ccccc21 | i
CC(=Nc1ccccc1)C1=C(O)C(Cc2ccccc2)NC1=O (centres undefined) | i
Cc1cccc(C)c1NC(=O)COC(=O)c1c(C)nn(-c2ccccc2)c1C | i
O=c1ccc(=O)n(CCc2ccccn2)[nH]1 | i
COc1cc(C(=O)OCC(=O)N2CCC(C)CC2)cc2c1OCCO2 | i
CC1CC(OC(=O)c2ccccc2C(=O)c2ccc(Cl)cc2)C(=O)O1 (centres undefined) | i
N#Cc1ccc(CN2CCN(C(=O)CCNS(=O)(=O)c3ccc(F)c(F)c3)CC2)cc1 | i
C=CS(=O)(=O)N(Cc1ccccc1Br)[C@H](CO)CC(C)C | i
COc1cccc2sc3cc(NCC[C@@H]4CCCN4C)ccc3c(=O)c12 | i
CC1CCCCN1N=Nc1nc2c([nH]1)c(=O)n(C)c(=O)n2C (centres undefined) | i
CSc1ncnc2[nH]ncc12 | i
O=C(NCCCn1ccnc1)c1cccc(S(=O)(=O)Nc2ccc(F)cc2)c1 | i
COc1ccc(-n2nc(C#N)c(Cl)cc2=O)cc1 | i
COc1ccc(OC)c(Nc2nc(=O)c3cccnc3s2)c1 | i
O=C(Cc1cccs1)Nc1ccc(F)c(S(=O)(=O)N2CCOCC2)c1 | i
CCOc1ccccc1OCCC(=O)Nc1ccc2c(c1)OCO2 | i
COc1ccc(C(=O)NCC(=O)N2CCN(c3ncccn3)CC2)cc1OC | i
COc1cc2nc(CN3CCN(S(=O)(=O)c4ccc(Br)cc4)CC3)[nH]c(=O)c2cc1OC | i
CC(NC(=O)COC(=O)CCN1C(=O)C2CC=CCC2C1=O)c1ccc(Br)cc1 (centres undefined) | i
CNC(=O)C1CC(=O)N(c2ccc(OCC(=O)Nc3ccccc3C)cc2)C1 (centres undefined) | i
CCN(c1ccccc1)S(=O)(=O)c1ccc(Cl)c(NC(=O)c2ccc(=O)[nH]n2)c1 | i
Cc1cc(NC(=O)CSc2[nH]c(=O)cc(C(F)(F)F)c2C#N)no1 | i
CC1(c2ccc(OC(F)F)cc2)NC(=O)N(CC(=O)N2CCN(C(=O)c3ccco3)CC2)C1=O (centres undefined) | i
CCOC(=O)C1=CN(Cc2cccc(F)c2)S(=O)(=O)N(CC)C1c1cccc(OC)c1 (centres undefined) | i
Cc1ccc(S(=O)(=O)N2CCC(C(=O)N3CCCCCCC3)CC2)cc1 | i
O=C(COc1ccccc1Br)NCCC1=CCCCC1 | i
CC(C)C(=O)Nc1ccc(C(=O)CN2C(=O)NC3(CCOc4ccccc43)C2=O)cc1 (centres undefined) | i
COc1ccc(OCC(=O)NC(=O)c2ccccc2)c([N+](=O)[O-])c1 | i
O=C(COC(=O)c1ccco1)NC12CC3CC(CC(C3)C1)C2 | i
O=S(=O)(c1ccc(S(=O)(=O)N2CCN(C3CCCCC3)CC2)cc1)N1CCCCCC1 | i
CCN(C(=O)COC(=O)C(c1ccccc1)c1ccccc1)c1c(N)n(Cc2ccccc2)c(=O)[nH]c1=O | i
O=S(=O)(Nc1ccccc1N1CCOCC1)c1ccc(Cl)cc1 | i
CN(c1ccccc1)S(=O)(=O)c1cc(C(=O)OCC(=O)c2c(N)n(C)c(=O)n(C)c2=O)ccc1Cl | i
Cc1cc(C)c(NS(=O)(=O)c2ccccc2)c(C)c1 | i
CC1CCCCC1NC(=O)COC(=O)COc1ccccc1F (centres undefined) | i
Cc1ccc(C(NC(=O)CN2C(=O)NC3(CCCC3)C2=O)c2ccccc2)cc1 (centres undefined) | i
Cc1cc(Cl)ccc1OC(C)C(=O)OCC(=O)Nc1ccc2[nH]c(=O)[nH]c2c1 (centres undefined) | i
CCN(CC(=O)Nc1ccc(NC(C)=O)cc1)C(=O)CN1C(=O)C2CCCCC2C1=O (centres undefined) | i
COc1ccc(CC(=O)N(C)Cc2ccc(OC(F)F)cc2)cc1S(=O)(=O)N1CCOCC1 | i
Nc1cc([N+](=O)[O-])ccc1OCc1ccccc1 | i
COCCN=C(NS(=O)(=O)c1cccs1)c1ccccc1Cl | i
O=C(Nc1cc(C(F)(F)F)ccc1N1CCCC1)C1CCCO1 (centres undefined) | i

Following part:
SMILES | ANO1 activ
O=C(Cn1cc(C(F)(F)F)ccc1=O)N1CCCc2ccccc21 | i
Cc1nn(Cc2ccccc2)c(C)c1CNC(=O)[C@H](C)N=C1NS(=O)(=O)c2ccccc21 | i
CC(=O)N1CCN(C(=O)c2ccc(Cl)c(S(=O)(=O)N3CC(C)OC(C)C3)c2)CC1 (centres undefined) | i
Nc1nc(N)c(N=Nc2ccccc2)c(=O)[nH]1 | i
O=C(NCc1ccccn1)c1cccc(S(=O)(=O)N2CCc3ccccc32)c1 | i
Cc1c(C(=O)NC(C)c2ccccn2)oc2c(Cl)cccc12 (centres undefined) | i
O=C(c1cc(Br)c(Br)s1)N1CCc2ccccc2C1 | i
Cc1ccc(CN(C)C(=O)CN2C(=O)NC(c3ccccc3)(c3ccccc3)C2=O)c(C)c1 | i
O=C(CC(=O)OCc1ccccc1)OCc1ccccc1 | i
Cc1ccc(C)c(NC(=O)CN(C)C(=O)c2ccc3ncsc3c2)c1 | i
C[C@]12CC[C@H](O)CC1=CCC1C2CC[C@@]2(C)C1CC[C@@H]2NC(=O)CCC(=O)O (some centres undefined) | i
CC(C)CN(C(=O)CN(C)CC(=O)Nc1ccccc1C#N)c1c(N)n(CC(C)C)c(=O)[nH]c1=O | i
C=C(C)CN=CC1(C)CCC(C)=CO1 (centres undefined) | i
CN(C(=O)COC(=O)c1ccc(CN2CCCC2=O)cc1)c1ccccc1 | i

Filtered by structure: the compounds so far containing a CF3 group
SMILES | ANO1 activ
Cc1cc(NC(=O)CSc2[nH]c(=O)cc(C(F)(F)F)c2C#N)no1 | i
O=C(Nc1cc(C(F)(F)F)ccc1N1CCCC1)C1CCCO1 (centres undefined) | i
O=C(Cn1cc(C(F)(F)F)ccc1=O)N1CCCc2ccccc21 | i

Screening results from PubChem.

Only part of the results is shown (hit frequency here may not be typical).
